# S1P4 agonist – activates the human S1P4 receptor; S1P4-expressing cell line, agonist reporter assay; activation, % at 4.98 µM; O95977; 0.35% of 220,000 active; in the data active = activation above about 11%;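 note: 0% = DMSO vehicle and 100% = reference agonist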
# S1P4 antagonist – human S1P4 receptor antagonism | 0.26% of 220,000 active | O95977 | inhibition, % at 4.98 µM | S1P4-expressing cells, antagonist mode, reporter read-out; in the data active = inhibition above about 29%;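 note: 0% = wells stimulated with agonist and 100% = vehicle wells without agonist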
# p47phox inh – blocks human p47phox regulatory protein of NADPH oxidases; P14598; p47phox/p22phox peptide binding, fluorescence polarization, 2 h; inhibition, % at 24.7 µM; 0.53% of 220,000 active; AID 1274;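 active = inhibition above about 30%, limit read from the data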;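 note: 0% = p47phox with labelled peptide and 100% = labelled peptide alone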
# Ba/F3 V617F tox – lowers viability of Ba/F3 cells expressing EpoR and JAK2V617F. inhibition, % at 5.6 µM. 1.1% of 220,000 active. AID 1446. ATP luminescence;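 active = inhibition above the campaign mean plus 3 SD over all tested compounds, cut at about 24% in these data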;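 note: cytokine-independent growth of Ba/F3 cells driven by EpoR plus mutant JAK2; 0% = DMSO-treated cells and 100% = JAK inhibitor I control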
# BaF3 parental – parental Ba/F3 viability inhibition as JAK2V617F counter-screen. CellTiter-Glo ATP luminescence. inhibition, % at 5.6 µM. 1.1% of 220,000 active. AID 1486;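 active = inhibition above a per-campaign cutoff, the mean inhibition of all tested compounds plus 3 SD, cut at about 27% in these data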;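 note: 0% = DMSO wells and 100% = JAK Inhibitor I control wells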
# NPY-Y1 antag – blocks the human neuropeptide Y Y1 receptor; P25929; HEK293-CNG Y1 cells, membrane potential fluorescence; NPY at EC95, then isoproterenol; inhibition, % at 3.6 µM; 1% of 200,000 active;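 active = inhibition above the campaign mean inhibition of all tested compounds plus 3 SD, cut at about 20% in these data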;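 note: 0% = DMSO wells given NPY plus isoproterenol and 100% = isoproterenol alone without NPY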
# Target sequence (P25929 whole entry, looked up): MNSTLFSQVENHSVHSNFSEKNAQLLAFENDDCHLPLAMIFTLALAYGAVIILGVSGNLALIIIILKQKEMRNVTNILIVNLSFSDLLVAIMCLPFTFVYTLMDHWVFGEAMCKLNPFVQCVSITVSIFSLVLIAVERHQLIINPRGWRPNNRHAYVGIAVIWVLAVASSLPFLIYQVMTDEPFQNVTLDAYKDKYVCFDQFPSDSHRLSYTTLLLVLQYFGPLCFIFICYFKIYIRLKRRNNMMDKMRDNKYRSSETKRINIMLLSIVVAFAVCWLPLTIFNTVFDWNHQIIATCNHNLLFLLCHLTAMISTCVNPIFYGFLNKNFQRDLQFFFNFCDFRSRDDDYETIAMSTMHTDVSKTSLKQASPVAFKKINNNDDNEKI
#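 Material: HEK293 Y1/CNG channel cell line; also added: NPY (25 nM), isoproterenol (1 µM), Ro 20-1724 (25 µM); doses: one concentration, 3.6 µM, in 0.4% DMSO; schedule: compound incubation 1 h at room temperature, readout 45 min post-stimulation; technique: membrane potential fluorescence; measure: fluorescence ratio normalized to % inhibition between controls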
# NPY-Y1 PAM-ag – human NPY-Y1 potentiation or agonism, primary screen | P25929 | NPY-Y1 expressing cells, potentiator/agonist activation | activation, % at 3.6 µM | 0.37% of 220,000 active | AID 1304; in the data active = activation above about 33%, passing the limit was not always enough;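 note: cells stimulated with NPY at EC10 then isoproterenol at EC100; 0% = low agonist plus stimulus and 100% = saturating agonist plus stimulus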
# NPY-Y2 PAM-ag – potentiates or activates human NPY-Y2 receptor. P49146. cells expressing NPY-Y2, potentiator/agonist read-out. activation, % at 3.6 µM. 0.45% of 220,000 active; in the data active = activation above about 27%;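 note: cells stimulated with NPY near EC25 plus isoproterenol at EC100; 0% = vehicle plus submaximal agonist and 100% = vehicle plus saturating agonist; some results beyond the cut were filed as inactive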
# Target sequence (P49146 whole entry, looked up): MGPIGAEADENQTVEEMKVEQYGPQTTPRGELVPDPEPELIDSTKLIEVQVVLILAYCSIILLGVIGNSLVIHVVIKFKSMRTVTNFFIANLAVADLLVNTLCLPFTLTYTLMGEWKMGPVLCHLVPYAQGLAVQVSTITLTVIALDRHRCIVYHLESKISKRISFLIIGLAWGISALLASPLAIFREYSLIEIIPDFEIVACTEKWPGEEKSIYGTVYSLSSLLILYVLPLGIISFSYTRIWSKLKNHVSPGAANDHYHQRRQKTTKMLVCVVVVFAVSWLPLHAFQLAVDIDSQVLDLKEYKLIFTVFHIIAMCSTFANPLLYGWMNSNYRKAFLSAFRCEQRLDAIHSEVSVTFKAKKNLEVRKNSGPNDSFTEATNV
# CHOP inhibitor – blocks CHOP induction under ER stress; CHO-K1 CHOP-promoter luciferase, tunicamycin-induced, 15-18 h; inhibition, % at 10 µM; 3.8% of 220,000 active;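 active = compounds that reduced the stress-induced luciferase reporter signal by more than about 70% of percent inhibition, limit read from the data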;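 note: 0% = tunicamycin plus vehicle and 100% = wells without tunicamycin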
# An asterisk follows results filed as active; nt = no result given. Hits appear at their usual frequency (roughly 7.1% active in at least one column).
cpd	SMILES	NPY-Y1 antag	NPY-Y1 PAM-ag	NPY-Y2 PAM-ag	BaF3 parental	p47phox inh	S1P4 antagonist	S1P4 agonist	Ba/F3 V617F tox	CHOP inhibitor
1	Fc1ccc(C(c2nnnn2C2CCCCC2)N2CCCC2)cc1 (centres undefined)	12.5	5.8	-6.6	4.4	-3.1	-3.2	-0.6	1.8	4.3
2	CC1(C)CC2(CC(c3ccccc3F)c3cc(Cl)c(O)cc3O2)NC(=S)N1 (centres undefined)	-6.7	22.1	20.6	2.9	-13.5	4.3	0.0	-0.2	17.6
3	CCSc1nc2ccccc2n1CCOc1ccccc1	5.5	-12.7	0.6	2.0	-15.8	7.6	-0.7	-1.2	-4.0
4	O=C(NC(Cc1c[nH]c2ccccc12)c1nnc2n1CCCCC2)c1ccccc1 (centres undefined)	5.7	2.8	-4.3	1.6	-8.2	-17.0	3.4	1.5	12.7
5	CCOc1ccc(C)cc1S(=O)(=O)NC1CCCCC1	0.6	-8.3	2.4	-0.4	-8.3	-7.9	-2.0	-2.4	17.7
6	Cc1ccc(NC(=O)C(C)c2ccc(-c3ccccc3)c(F)c2)cc1 (centres undefined)	0.1	-10.4	-12.0	6.3	-11.3	-18.3	1.9	-4.5	73.3*
7	CCOc1nc(NC2CCCCC2)nc(NC(C)(C)C)n1	2.2	-14.5	3.1	-1.3	-2.7	-3.9	0.1	-4.4	28.1
8	CCC(=O)NC(=S)NNC(=O)c1ccc(OC)cc1	5.8	-13.5	-4.1	4.5	-6.7	-6.0	1.3	1.8	29.6
9	COc1ccccc1OCCCC(=O)Nc1ccc(N2CCOCC2)cc1	-4.2	-12.6	9.4	2.9	2.5	3.8	-1.9	-3.3	-8.0
10	CCO[C@@H]1OC(C(=O)Nc2ccccc2)=C[C@H](c2csc3ccccc23)[C@H]1CCCO	-7.5	19.1	19.4	2.1	-13.7	3.7	-2.2	-4.8	-7.1
11	CC(C)(C)c1cc(=O)n(-c2ccccc2)[nH]1	2.8	-3.4	10.2	5.3	-4.4	3.5	0.5	1.3	70.0*
12	O=C(N/N=C/c1ccccc1C(=O)O)c1ccccc1Br	-1.9	0.2	-2.6	4.4	-1.4	-9.7	-3.4	5.2	0.3
13	Cc1ccc(-n2nnnc2SCC(=O)Nc2cccnc2Cl)cc1	3.9	-4.5	-3.8	4.8	-10.6	-16.1	1.3	0.5	16.6
14	CN(C)S(=O)(=O)c1ccc(NC(=O)COC(=O)c2n[nH]c3ccccc23)cc1	2.4	18.1	32.2*	7.0	-30.5	2.4	-0.2	-2.7	22.3
15	O=C(O)Cn1c2c(c3ccccc31)CCCC2	-3.0	15.3	10.3	0.5	-8.9	-5.0	1.1	-2.9	5.5
16	Cc1cccn2c(=O)c3cc(C(=O)NC(C)c4ccccc4)c(=N)n(CCCn4ccnc4)c3nc12 (centres undefined)	nt	4.0	8.9	3.5	-12.6	0.8	6.7	-3.9	-3.3
17	Fc1ccccc1OCCSc1nnnn1-c1ccccc1	7.1	-35.3	-4.1	-0.2	-11.0	-5.6	0.2	-3.9	32.9
18	CCC(Sc1nc(C)cc(=O)[nH]1)C(=O)Nc1ccc(Cl)cn1 (centres undefined)	5.0	-4.5	-5.9	3.1	-2.5	-16.4	2.9	-4.2	6.0
19	O=C(Nc1ccon1)c1ccc(Br)o1	3.9	13.6	-1.3	2.2	-8.5	-24.3	0.5	4.0	4.1
20	CN(c1ccccc1)S(=O)(=O)c1ccc(C(=O)Nc2nnc(C3CC3)s2)cc1	nt	7.6	-7.3	-2.6	-23.8	-0.5	0.7	5.0	1.3
21	Cc1ccc(C)n1-c1ccc(C(=O)NCc2ccncc2)cc1	2.1	-3.5	-1.6	1.3	-6.3	-1.5	1.2	-3.6	4.1
22	COC(=O)C(Cc1ccccc1)NC(=O)c1cccc(S(=O)(=O)N(C)C)c1 (centres undefined)	-0.3	-7.6	5.1	1.0	-14.1	0.6	7.4	0.7	10.3
23	CCCNC(=O)CSc1nccn1Cc1ccco1	5.2	8.9	4.3	2.3	-8.9	1.0	-0.8	-3.1	25.2
24	CC(Nc1c([N+](=O)[O-])c(=O)oc2ccccc12)c1ccccc1 (centres undefined)	nt	-6.8	-10.2	-7.8	-11.9	-4.6	1.2	-2.0	14.5
25	CCn1c(-c2ccco2)n[nH]c1=S	-3.3	-15.6	-12.8	1.4	-6.8	-9.6	1.2	-2.0	-20.1
26	COC(=O)/C(=C1/Oc2ccc(C)cc2S1)C(F)(F)F	-0.2	11.2	-5.5	1.7	-7.0	-19.1	0.8	1.2	54.8
27	CCOC(=O)C1=C(C)NC(=O)NC1/C(C)=C/c1ccccc1 (centres undefined)	8.2	-1.6	-1.0	5.8	-2.8	-14.2	-0.8	1.5	28.7
28	COCCn1c(-c2ccc(C)cc2)nc2oc3cc(OC)ccc3c(=O)c2c1=O	nt	-3.6	-5.0	4.8	4.1	-5.9	-0.1	2.8	-5.6
29	Cc1cc(C)nc(N(C#N)Cc2cccc([N+](=O)[O-])c2)n1	2.4	0.7	-7.6	-1.1	-4.8	-1.1	-1.3	0.6	3.5
30	Cc1occc1C(=O)N1CCN(S(C)(=O)=O)CC1	4.2	-3.5	6.3	3.9	-4.5	6.6	0.0	4.2	-6.9

# By substructure, those above with a COOH group
cpd	SMILES	NPY-Y1 antag	NPY-Y1 PAM-ag	NPY-Y2 PAM-ag	BaF3 parental	p47phox inh	S1P4 antagonist	S1P4 agonist	Ba/F3 V617F tox	CHOP inhibitor
12	O=C(N/N=C/c1ccccc1C(=O)O)c1ccccc1Br	-1.9	0.2	-2.6	4.4	-1.4	-9.7	-3.4	5.2	0.3
15	O=C(O)Cn1c2c(c3ccccc31)CCCC2	-3.0	15.3	10.3	0.5	-8.9	-5.0	1.1	-2.9	5.5

# (cont.)
cpd	SMILES	NPY-Y1 antag	NPY-Y1 PAM-ag	NPY-Y2 PAM-ag	BaF3 parental	p47phox inh	S1P4 antagonist	S1P4 agonist	Ba/F3 V617F tox	CHOP inhibitor
31	O=C(CSc1nnc(CNc2ccc(F)cc2)n1Cc1ccco1)N1CCCC1	-0.2	3.2	-1.2	6.8	-7.0	-5.4	1.3	-0.3	27.1
32	CN(Cc1ccccc1)S(=O)(=O)c1ccc(OCC(=O)N2CCOCC2)cc1	-1.5	-10.3	-11.9	-2.2	-1.2	-1.3	0.2	-5.6	22.2
33	COc1ccc(NC(C)C(=O)N/N=C/c2cc(Br)ccc2OC)cc1 (centres undefined)	-3.6	-3.1	5.3	5.4	-1.2	0.4	-1.1	3.7	8.7
34	CC1=NN(CCC#N)C(=O)/C1=C/c1ccc(N(C)C)cc1	-1.4	-4.0	-1.7	5.1	-81.3	11.9	0.3	2.8	-7.7
35	Cc1onc(-c2ccccc2Cl)c1C(=O)OCC(=O)c1c(N)n(C)c(=O)n(C)c1=O	-0.1	8.6	-9.0	5.0	-2.9	3.8	-0.6	0.8	22.7
36	Cc1ccc(-n2c(C)csc2=N)cc1	-2.9	-0.6	-7.7	2.3	-15.7	-23.8	2.7	-1.4	14.1
37	CC(C)(C)n1ncc2c(=O)n(CC(=O)N3CCCc4ccccc43)cnc21	-4.4	-16.4	18.2	1.1	1.6	0.1	-0.1	-2.4	17.9
38	CCCCC(=O)Nc1ccc(NC(=S)NC(=O)CC)cc1OC	-0.4	-15.1	-11.2	-4.0	0.8	-3.6	1.6	-4.7	9.2
39	COc1ccc(Nc2nc(C)c(-c3ccccc3)s2)cc1	3.4	17.5	16.8	3.0	-1.8	-4.0	1.1	-4.6	50.8
40	COc1ccc(CN=C(N)N=C(N)N)cc1Cl	-1.6	-21.6	-6.3	21.8	-5.9	-9.0	0.7	4.3	-1.0
41	Cc1noc(C)c1C(=O)OCC(=O)N(C)C1CCS(=O)(=O)C1 (centres undefined)	2.7	16.8	2.3	-0.6	3.7	0.3	1.9	-3.1	-3.0
42	c1csc(-c2nnc3ccccn23)c1	-3.5	-8.3	-4.1	-1.2	1.7	-6.4	0.7	-4.3	-20.3
43	Cc1sc2nc(CN3CCOCC3)[nH]c(=S)c2c1C	-1.5	0.8	4.1	2.8	3.9	-16.8	0.6	-2.1	-43.3
44	Cc1nn2c(COc3ccc(NC(=O)c4ccccc4Cl)cc3)nnc2c2ccccc12	3.8	-44.4	-8.3	11.2	-2.7	-0.2	-3.2	3.0	-11.0
45	CCOc1ccccc1N(CC(=O)O)S(=O)(=O)c1ccc(C)cc1	4.7	-0.1	-1.9	3.5	-13.4	9.9	1.9	-0.7	-6.3
46	Cc1ccc2nc(C)c3c(c2c1)SCC3	nt	-25.9	-4.4	-0.3	-2.2	10.3	0.6	0.5	24.1
47	CCCNC(=O)c1c(NC(=O)C2COc3ccccc3O2)sc2c1CCCC2 (centres undefined)	4.6	-13.9	-2.3	4.0	-3.2	-1.6	1.3	1.2	45.6
48	COc1ccccc1NC(=S)N(Cc1ccccc1)Cc1cccnc1	6.7	-2.1	2.3	4.0	-1.4	-19.8	-1.1	1.4	14.1
49	O=C(NCc1nc(-c2ccc(C(F)(F)F)cc2)no1)Nc1cc(Cl)cc(Cl)c1	nt	10.5	-2.1	-2.6	-15.9	5.8	0.9	-2.4	102.0*
50	N#C/C(=N\Nc1cccc([N+](=O)[O-])c1)C(=O)c1ccc(Br)cc1	5.4	-3.1	12.2	1.6	-12.6	23.4	-1.1	-0.4	79.4*
51	O=C(NCc1ccccc1F)c1ccc2c(c1)OCO2	7.1	-40.2	-9.6	6.6	-0.1	-16.1	-0.6	2.0	12.7
52	Cc1no[n+]([O-])c1COc1ccc(/C=C2\NC(=S)NC2=O)cc1	1.3	7.7	-3.2	4.0	-69.2	2.8	2.1	4.4	13.1
53	O=C(C1=C[C@H](c2ccccc2)C[C@H](OCc2ccc(CO)cc2)O1)N1CCCCCCC1	-0.8	-1.9	-12.3	1.4	nt	-0.6	0.3	0.9	-18.8

# Of the compounds above, these contain a nitro group on carbon.
cpd	SMILES	NPY-Y1 antag	NPY-Y1 PAM-ag	NPY-Y2 PAM-ag	BaF3 parental	p47phox inh	S1P4 antagonist	S1P4 agonist	Ba/F3 V617F tox	CHOP inhibitor
24	CC(Nc1c([N+](=O)[O-])c(=O)oc2ccccc12)c1ccccc1 (centres undefined)	nt	-6.8	-10.2	-7.8	-11.9	-4.6	1.2	-2.0	14.5
29	Cc1cc(C)nc(N(C#N)Cc2cccc([N+](=O)[O-])c2)n1	2.4	0.7	-7.6	-1.1	-4.8	-1.1	-1.3	0.6	3.5
50	N#C/C(=N\Nc1cccc([N+](=O)[O-])c1)C(=O)c1ccc(Br)cc1	5.4	-3.1	12.2	1.6	-12.6	23.4	-1.1	-0.4	79.4*

# Record cards, as listed above. Order of screens: NPY-Y1 antag | NPY-Y1 PAM-ag | NPY-Y2 PAM-ag | BaF3 parental | p47phox inh | S1P4 antagonist | S1P4 agonist | Ba/F3 V617F tox | CHOP inhibitor
# `COc1ccccc1NC(=S)N(Cc1ccccc1)Cc1cccnc1` reads 6.7 | -2.1 | 2.3 | 4.0 | -1.4 | -19.8 | -1.1 | 1.4 | 14.1
# `COc1ccc(NC(C)C(=O)N/N=C/c2cc(Br)ccc2OC)cc1` (centres undefined) reads -3.6 | -3.1 | 5.3 | 5.4 | -1.2 | 0.4 | -1.1 | 3.7 | 8.7
# `CC1=NN(CCC#N)C(=O)/C1=C/c1ccc(N(C)C)cc1` reads -1.4 | -4.0 | -1.7 | 5.1 | -81.3 | 11.9 | 0.3 | 2.8 | -7.7

# Screens as filed in PubChem.
